From PubChem BioAssay
CHRM4 PAM: CHRM4 positive allosteric modulation | P08173 | CHO-K1 hM4/Gqi5, Fluo-8 calcium fluorescence, ACh EC20; 0% = ACh EC20, 100% = maximal ACh | activation, % at 3 µM | hit rate 0.4% among 360,000;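 active = activation above its plate's cutoff, the mean activation of sample wells plus 3 SD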; also: some results filed as inactive read as strong as hits
Target sequence (P08173 whole entry, looked up): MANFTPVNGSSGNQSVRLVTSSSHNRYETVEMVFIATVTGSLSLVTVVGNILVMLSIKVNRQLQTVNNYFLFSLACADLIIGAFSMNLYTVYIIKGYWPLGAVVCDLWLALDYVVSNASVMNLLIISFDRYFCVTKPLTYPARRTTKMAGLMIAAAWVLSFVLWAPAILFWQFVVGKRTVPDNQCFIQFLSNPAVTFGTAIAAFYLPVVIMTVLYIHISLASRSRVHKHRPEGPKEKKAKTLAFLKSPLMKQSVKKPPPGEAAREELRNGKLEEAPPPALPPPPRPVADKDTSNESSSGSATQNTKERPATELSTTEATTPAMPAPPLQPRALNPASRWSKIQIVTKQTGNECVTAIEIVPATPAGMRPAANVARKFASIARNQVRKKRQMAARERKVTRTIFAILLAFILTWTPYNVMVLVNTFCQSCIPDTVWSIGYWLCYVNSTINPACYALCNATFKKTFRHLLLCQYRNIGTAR
CHRM5 antagonist: blocks acetylcholine activation of human M5 receptor | P08912 | CHO-hM5 cells, Fluo-8 calcium fluorescence, ACh EC80 | inhibition, % at 3 µM | hit rate 0.59% among 360,000;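 active = inhibition above a per-plate cutoff, the mean of that plate's test compounds plus 3 SD, cut at about 27% in these data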;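 also: 0% = acetylcholine EC80 with DMSO and 100% = DMSO without agonist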
Target sequence (P08912 whole entry, looked up): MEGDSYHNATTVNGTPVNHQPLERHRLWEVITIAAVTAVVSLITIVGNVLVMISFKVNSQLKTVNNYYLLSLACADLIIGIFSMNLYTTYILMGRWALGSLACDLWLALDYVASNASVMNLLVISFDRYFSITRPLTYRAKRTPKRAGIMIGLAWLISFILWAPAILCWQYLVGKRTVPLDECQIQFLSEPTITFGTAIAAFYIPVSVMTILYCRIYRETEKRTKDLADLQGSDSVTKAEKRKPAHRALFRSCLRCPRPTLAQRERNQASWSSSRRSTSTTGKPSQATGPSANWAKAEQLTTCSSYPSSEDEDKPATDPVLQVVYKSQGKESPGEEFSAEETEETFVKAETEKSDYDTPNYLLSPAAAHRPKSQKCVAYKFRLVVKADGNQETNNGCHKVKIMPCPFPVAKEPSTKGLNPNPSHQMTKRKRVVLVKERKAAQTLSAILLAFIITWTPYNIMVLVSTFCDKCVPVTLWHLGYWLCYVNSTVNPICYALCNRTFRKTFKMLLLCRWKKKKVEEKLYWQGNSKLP
CHO-K1 Ca PAM: M1 PAM counterscreen hit in parental CHO-K1 cells; ATP EC20, Fluo-8 calcium fluorescence; 0% at ATP EC20, 100% at ATP max; activation, % at 3 µM; hit rate 0.02% among 360,000;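 active = activation above the run cutoff, the mean activation of all test compounds plus 3 SD, cut at about 40% in these data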;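 also: peak over basal fluorescence ratio in a 140 s read after ATP addition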
CHRM5 PAM: potentiates acetylcholine response at human M5 receptor. activation, % at 3 µM. CHO-K1 hM5, Fluo-8 calcium, ACh EC20 PAM; 0% = ACh EC20, 100% = ACh EC100. P08912. hit rate 0.3% among 360,000;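 active = activation above the run cutoff, the mean activation of all test compounds plus 3 SD, cut at about 18% in these data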
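Assay system: CHO-K1 hM5 cells / Incubation: Fluo-8 loading 80 min at 37 °C plus 30 min room temperature / Technique: Fluo-8 calcium dye fluorescence, kinetic read / Repeats: single replicate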
M5 ag: agonists of human muscarinic M5 receptor (CHRM5); P08912; CHO-K1 hM5 cells, Fluo-8 calcium fluorescence; 0% DMSO wells, 100% maximal acetylcholine response; activation, % at 3 µM; hit rate 0.19% among 360,000;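 active = activation above the run's mean over test compounds plus 3 SD, cut at about 23% in these data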;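 also: signal is peak over basal fluorescence ratio across the kinetic read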
CHO-K1 Ca ag: nonselective activator or artifact in parental CHO-K1 cells. activation, % at 3 µM. Fluo-8 calcium fluorescence; scaled to maximal ATP response, vehicle zero. hit rate 0.48% among 360,000; in the data active = activation above about 15%;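 also: untransfected CHO-K1 host cells lacking M1 receptor as counterscreen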
CHO-K1 Ca antag: counter-screen for M1 antagonists: effect in parental CHO-K1 cells; hit rate 0.6% among 360,000; inhibition, % at 3 µM; ATP-induced calcium, Fluo-8 fluorescence;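 active = inhibition above a per-plate cutoff, the plate's mean sample inhibition plus 3 SD, cut at about 24% in these data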;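 also: 0% = DMSO plus EC80 ATP and 100% = DMSO alone without ATP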
M4 antag: antagonists of human muscarinic M4 receptor (CHRM4). hit rate 0.73% among 360,000. CHO-hM4 cells, ACh EC80, Fluo-8 calcium fluorescence. inhibition, % at 3 µM;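 active = inhibition above its plate's cutoff, the mean inhibition of sample wells plus 3 SD, cut at about 27% in these data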;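 also: 0% = acetylcholine EC80 with DMSO and 100% = DMSO without agonist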
M4 ag: CHRM4 agonism in calcium assay. hit rate 0.14% among 360,000. CHO-K1 hM4/Gqi5, Fluo-8 calcium fluorescence; vehicle 0%, full acetylcholine response 100%. activation, % at 3 µM. AID 624127;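 active = activation above the run mean over all test wells plus 3 SD, cut at about 32% in these data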;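 also: peak over basal fluorescence ratio per well then scaled between controls; 0% = DMSO wells and 100% = acetylcholine at EC100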
An asterisk follows results filed as active. Outcome played no part in choosing rows. Share with any hit: about 2.7%.

SMILES | CHRM4 PAM | CHRM5 antagonist | CHO-K1 Ca PAM | CHRM5 PAM | M5 ag | CHO-K1 Ca ag | CHO-K1 Ca antag | M4 antag | M4 ag
Cn1c(CN2CCN(CC#N)CC2)c(C#N)c2ccccc21 | 9 | 1 | 7 | 2 | -4 | 0.1 | 1 | 1 | 2
COc1ccc2oc(C(=O)N(C)CCOc3ccc(Cl)cc3)c(C)c2c1 | 1 | 2 | -3 | -6 | -4 | 1.0 | 5 | -3 | 2
c1ccc2[nH]c(CN3CCCCC3)nc2c1 | 3 | -2 | 15 | 1 | -3 | 1.5 | -23 | -10 | 1
O=S(=O)(NCC1OCCc2ccccc21)c1ccccc1 (centres undefined) | 2 | 3 | -4 | -3 | -2 | 0.1 | 9 | 4 | 0
Cc1c(C(=O)O)c(=S)sn1CCOc1ccccc1 | 3 | 5 | 16 | 0 | -1 | 0.2 | -10 | -3 | 0
COC(=O)c1sc2nc(SCC(=O)N(C)c3ccccc3)n(N)c(=O)c2c1C | -2 | -6 | 8 | -3 | 2 | 0.2 | -10 | -3 | 1
O=C(Cn1cnc2c(oc3nc4c(cc32)CCCC4)c1=O)Nc1cccc(Cl)c1 | 0 | -2 | -6 | -1 | -3 | 0.2 | -7 | -1 | 1
COc1ccc(C2C3=C(CC(C)(C)CC3=O)Oc3ncn(CCO)c(=N)c32)cc1OC (centres undefined) | 7 | -4 | 2 | 5 | 2 | 0.5 | -13 | 0 | 0
Cc1c(Cl)cnc(NC(=O)COC(=O)c2ccc(S(=O)(=O)NCc3ccco3)cc2)c1Cl | 5 | -5 | 18 | 0 | -2 | 0.7 | -2 | -6 | 2
COc1cc(/C=C/C(=O)O)cc(OC)c1 | 0 | 14 | 16 | -3 | 0 | 0.6 | -12 | 2 | 2
Cc1ccc(C(=O)Nn2c(N)c(S(=O)(=O)c3ccc(C)cc3)c3nc4ccccc4nc32)cc1 | 0 | -3 | 2 | 3 | 3 | -0.4 | 4 | 8 | 1
CCc1nc2c(OCC(=O)C(C)(C)C)cccn2c1N(C)C(=O)Nc1ccccc1OC | 3 | 14 | 6 | -4 | 1 | 0.1 | 8 | -11 | 0
COc1ccccc1CNC(=O)CN(C)S(=O)(=O)c1ccc2c(c1)c(=O)n(C)c(=O)n2C | 4 | 8 | -9 | 0 | -4 | 0.2 | -12 | -10 | 0
Cc1ccc([N+](=O)[O-])cc1NC(=O)c1c(-c2ccccc2)noc1C | 2 | 4 | 17 | 3 | -5 | -0.2 | -2 | 5 | -1
Cc1ccc(S(=O)(=O)N2CCCCC2)cc1C(=O)c1nccn1C | 6 | -5 | 6 | 3 | 1 | 6.7 | -11 | 6 | 1
O=C(CSc1nc2ccccc2c(=O)[nH]1)c1cccs1 | -1 | -2 | 10 | -1 | 1 | 0.8 | 3 | 2 | 1
N#C/C(=C(/O)c1ccc([N+](=O)[O-])cc1)c1nnc2n1CCCCC2 | 12 | 4 | 26 | 5 | 1 | 1.7 | -10 | 1 | 0
CCn1c(=O)c2c3c(sc2n2cnnc12)CCC3 | 10 | 0 | -8 | -1 | -1 | -0.1 | 23 | 4 | -1
NC(=O)Nc1cccc2ccccc12 | 4 | -4 | 16 | 3 | -1 | 0.5 | -5 | 0 | 0
Cc1onc(-c2ccccc2)c1C(=O)NNC(=S)NC(=O)c1ccc2c(c1)OCO2 | -10 | 13 | -13 | -10 | 21 | 55* | 1 | 5 | 70*
C/C=C/c1ccccc1OCc1ccc(C(=O)OC)o1 | 6 | -1 | 16 | 2 | -4 | -0.3 | -4 | -3 | -2
COc1ccc(S(=O)(=O)N2CCCCC2)cc1C(=O)N1CCCCCC1 | 3 | 4 | 22 | -2 | -2 | 0.0 | -11 | -6 | 2
O=C(NCc1ccccc1)c1cc(S(=O)(=O)N2CCCCC2)ccc1N1CCOCC1 | -9 | 12 | 6 | -3 | 1 | 1.0 | -12 | 9 | 3
COc1ccc(SC[C@H](CC(C)C)N2CCN(C)CCC2=O)cc1 | 1 | 6 | 24 | 2 | -10 | 0.1 | -9 | -14 | -1
CC(=O)c1c(N2CCN(c3ccc(F)cc3)CC2)nc(=S)n(Cc2ccccc2)c1C | 5 | -1 | 8 | -1 | -8 | 0.1 | -4 | 5 | 2

Four structures from above, sorted by formula weight, high to low:
SMILES | CHRM4 PAM | CHRM5 antagonist | CHO-K1 Ca PAM | CHRM5 PAM | M5 ag | CHO-K1 Ca ag | CHO-K1 Ca antag | M4 antag | M4 ag
O=C(Cn1cnc2c(oc3nc4c(cc32)CCCC4)c1=O)Nc1cccc(Cl)c1 | 0 | -2 | -6 | -1 | -3 | 0.2 | -7 | -1 | 1
Cc1c(C(=O)O)c(=S)sn1CCOc1ccccc1 | 3 | 5 | 16 | 0 | -1 | 0.2 | -10 | -3 | 0
COc1cc(/C=C/C(=O)O)cc(OC)c1 | 0 | 14 | 16 | -3 | 0 | 0.6 | -12 | 2 | 2
NC(=O)Nc1cccc2ccccc12 | 4 | -4 | 16 | 3 | -1 | 0.5 | -5 | 0 | 0

More entries follow.
SMILES | CHRM4 PAM | CHRM5 antagonist | CHO-K1 Ca PAM | CHRM5 PAM | M5 ag | CHO-K1 Ca ag | CHO-K1 Ca antag | M4 antag | M4 ag
COC(=O)c1scc(C)c1NC(=O)c1cccc(C#N)c1 | 6 | 8 | 12 | 0 | -2 | 0.7 | -13 | 5 | 0
CC(NC(=O)Cc1ccsc1)c1ccc(F)cc1 (centres undefined) | 8 | 4 | -11 | -4 | -4 | 0.4 | -9 | -3 | 3
Cc1c(Cl)cccc1NC(=O)COC(=O)c1ccc(CN2CCCC2=O)cc1 | 2 | 7 | 5 | -1 | -5 | 3.0 | -13 | -8 | 10
CCc1c(C)nc(SC(C(=O)O)c2ccccc2)c(C#N)c1C (centres undefined) | -1 | -2 | 8 | -2 | 0 | -0.2 | -1 | -3 | 1
CCC1(C)OC(=O)N2CCc3c(C)[nH]c4c(C)ccc(c34)C21C (centres undefined) | 4 | -3 | 23 | 3 | 1 | 0.5 | -5 | 1 | 0
COCc1cc(C)n(CC(=O)OC)c(=O)c1C#N | 1 | -4 | 18 | 1 | -3 | 0.7 | -9 | 1 | 1
Cc1nnc(SCC(=O)NNC(=O)c2ccco2)n1-c1cccc(Cl)c1 | 3 | 10 | 9 | 1 | 2 | 0.2 | -9 | 3 | 1
O=C(NC(NC(=S)Nc1c(Cl)cccc1Cl)C(Cl)(Cl)Cl)OCc1ccccc1 (centres undefined) | -10 | 12 | -10 | -14 | 0 | 1.9 | 9 | 16 | 10
Cc1ccc(OC(=O)NC2CCS(=O)(=O)C2)cc1C (centres undefined) | -3 | -10 | 20 | 6 | 4 | 8.9 | 0 | 18 | 0
COC(=O)c1scc(C)c1NC(=O)Nc1ccccc1 | 4 | 8 | 2 | -4 | -1 | -0.3 | -5 | 3 | -1
O=C(Nc1ccc2c(c1)OCO2)N1CCN(Cc2ccco2)CC1 | 5 | 7 | -6 | 0 | -1 | -0.1 | 5 | -8 | 1
COc1ccc2oc(N)c(C=O)c(=O)c2c1 | 1 | -15 | -13 | 7 | -3 | 0.3 | -6 | -8 | 1
CN(C(=O)c1cccc(NC(=O)Cc2cccc(NC(=O)C3CCN(C(=O)C4CCCC4)CC3)c2)c1)C1CC1 | 2 | 5 | -7 | -2 | -2 | -0.1 | -2 | -3 | -1
Cc1ccc2c(c1)C(O)(CC(=O)/C=C/C=C/c1ccccc1)C(=O)N2 (centres undefined) | 0 | 2 | 14 | -1 | 1 | 0.5 | 3 | 3 | 2
CCOC(=O)NC(O)C(=O)c1cccs1 (centres undefined) | 3 | 3 | 15 | 7 | -4 | 0.5 | -10 | -8 | 1
COc1ccc(C2=NS(=O)(=O)N(C)C(C(=O)NCc3ccco3)=C2)cc1OC | 6 | -11 | 23 | 1 | 2 | 1.0 | -10 | -10 | 2
Cc1cc(C(=O)NCc2cccs2)ccc1[N+](=O)[O-] | -6 | 6 | 28 | -5 | -2 | 1.6 | -9 | 1 | 1
COc1cccc(-c2cc(C(=O)N3C(C)CCCC3C)no2)c1 (centres undefined) | 12 | 1 | -4 | -9 | -7 | -0.3 | -8 | -1 | -2
O=C(CCNC(=O)c1ccc(Cl)cc1)Nc1ccc(S(=O)(=O)N2CCOCC2)cc1 | 8 | 4 | 15 | 2 | 2 | 2.2 | -15 | -6 | 2
Cc1cc(=O)[nH]c(N/N=C/c2ccc(OC(=O)c3ccco3)cc2)n1 | 15 | 2 | 16 | 6 | -1 | 0.3 | -6 | 4 | 2
O=C1NN(c2ccccc2)C(=O)/C1=C/c1ccc(Sc2cccc3ccccc23)o1 | 12 | 4 | 14 | -1 | 2 | 0.0 | -1 | -4 | 0
Cc1onc(-c2c(Cl)cccc2Cl)c1C(=O)c1c[nH]c(C(=O)NC2CC2)c1 | -9 | 22 | 0 | -10 | -5 | 1.6 | 3 | -3 | 6
COc1ccccc1C(=O)Nc1ccc(N2CCN(Cc3ccccc3)CC2)cc1 | -8 | -1 | 20 | -1 | -4 | 1.3 | -9 | -2 | 5
CC(C)C(NC(=O)c1ccccc1F)C(=O)Nc1ccc2c(c1)OCO2 (centres undefined) | 1 | 2 | 5 | 3 | -4 | -0.5 | -13 | -7 | 0
COc1ccc2cc(S(=O)(=O)N3CCCCCC3)ccc2c1 | -7 | 17 | -11 | 2 | -8 | 0.3 | 6 | -3 | 1
(cont.)
SMILES | CHRM4 PAM | CHRM5 antagonist | CHO-K1 Ca PAM | CHRM5 PAM | M5 ag | CHO-K1 Ca ag | CHO-K1 Ca antag | M4 antag | M4 ag
COc1cc(C(=O)NC(=S)Nc2ccc3oc(=O)ccc3c2)cc(OC)c1OC | 20 | -14 | 14 | 3 | -1 | 0.4 | -9 | -14 | 0
O=C1Nc2cccc3c2N(CCC3)C2=C1CCC2 | 2 | -2 | 26 | 0 | 1 | 0.8 | -17 | -12 | 2
Cc1cccc(OCC(=O)Nc2nc3ccc([N+](=O)[O-])cc3s2)c1C | -1 | -11 | -8 | 2 | 1 | -0.3 | 4 | 4 | 2
Cc1ccc(-c2ccc(/C=N/N=C3/NC(=O)C(CC(=O)O)S3)o2)c([N+](=O)[O-])c1 (centres undefined) | 3 | 2 | 1 | 0 | 0 | -0.4 | 8 | 2 | 0
COc1ccccc1CN(C)c1ccc(S(=O)(=O)N2CCN(C)CC2)cn1 | 8 | 3 | 7 | 2 | -4 | 0.8 | -12 | -5 | 2
COc1ccc(NC(=S)N2CCN(Cc3ccco3)CC2)c(OC)c1 | 20 | -9 | 9 | 0 | -2 | -0.4 | -10 | -24 | 0
CCOc1ccc(NC(=O)CN2C(=O)S/C(=C/c3cccn3C)C2=O)cc1 | -5 | 28* | -10 | -16 | -4 | -0.2 | 8 | 1 | 2
O=C(CSc1nc2ccccc2c(=O)n1-c1ccccc1)NCc1ccco1 | 1 | -1 | 10 | -1 | -1 | 0.7 | -3 | -11 | 4
COc1ccc(NC(=O)COC(=O)/C=C/c2cccs2)c(OC)c1 | 12 | -4 | 7 | -8 | 0 | 2.2 | -21 | -19 | 2
NC(=O)c1ccc(NC(=O)COC(=O)c2ccc3c(c2)OCCO3)cc1 | -2 | 4 | 14 | -12 | 4 | 20* | -5 | -4 | 3
COc1ccc(S(=O)(=O)N2CCCCCC2)cc1C(=O)N(C)CC(=O)Nc1ccc(Cl)c(Cl)c1 | -3 | 6 | -3 | -1 | -1 | 0.9 | 3 | -11 | 9
CCN(CC(O)Cn1c2ccccc2c2ccccc21)S(=O)(=O)c1ccc(F)cc1 (centres undefined) | -17 | 3 | 23 | -8 | -1 | 2.3 | -18 | 11 | 2
NC(=O)c1cnn(-c2ccc3ccccc3c2)c1N | -3 | 6 | 15 | 2 | 3 | -0.2 | -13 | 5 | 0
